hcDAF12 agonist = H. contortus DAF-12 nuclear receptor activators, primary screen, cell-based, luminescence, HEK293, lit1-tk-luc reporter; HEK293 hcDAF-12 lit1-tk-luc reporter; 0% DMSO, 100% Δ7-dafachronic acid; activation, % at 6.8 µM; actives 1.4% (n = 370,000); AID 652067, 2013;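 active = activation above the mean of all tested compounds plus 3 SD, cut at about 5.5% in these data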;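 note: 100% = response to 3 µM Δ7-dafachronic acid high control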
GAA850 FXN act = FXN promoter activators, primary screen, cell-based, luciferase luminescence, HEK293 lucGAA850. HEK293 lucGAA850 FXN promoter luciferase reporter, 24 h; percent of 10 µM SAHA response. activation, % at 6 µM. actives 0.56% (n = 360,000). AID 540364, 2011;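 active = activation above the average of all compounds screened plus 3 SD, cutoff fixed separately per campaign, cut at about 7.5% in these data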;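 note: 0% = DMSO wells and 100% = 10 µM SAHA wells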
ssDAF12 agonist = S. stercoralis DAF-12 nuclear receptor activators, primary screen, cell-based, luminescence, HEK293, GRIP1 co-expression, lit1-tk-luc | HEK293 ssDAF-12/GRIP1 lit1-tk-luc reporter; % of 3 µM dafachronic acid response | activation, % at 6.8 µM | actives 1% (n = 370,000) | AID 652126, 2013;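 active = activation above the mean over all tested compounds plus 3 SD, cut at about 0.9% in these data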;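 note: 0% = DMSO-only wells and 100% = 3 µM delta7-dafachronic acid wells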
hgDAF-12 ag = H. glycines DAF-12 receptor agonists, primary screen, cell-based, luminescence, HEK293, GAL4 fusion, UAS-luciferase; HEK293 GAL4-hgDAF12 UAS-luciferase reporter, agonist luminescence; normalized to butyrate control; Nuclear hormone receptor DAF-12 (Heterodera glycines), GAL4 fusion; activation, % at 6.8 µM; actives 1.8% (n = 370,000); AID 687014, 2013;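 active = activation above a cutoff set at the mean of all screened compounds plus 3 SD, cut at about 10% in these data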;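 note: 0% = DMSO wells and 100% = sodium butyrate wells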
DAX1 inh-1 = DAX1 (NR0B1) inhibitors on StAR promoter, primary screen, cell-based, luminescence, SF-1 (NR5A1), full-length DAX-1; AID 652010, 2013; actives 1.1% (n = 370,000); HEK293T StAR-luciferase reporter, SF-1/DAX-1 repression relief; inhibition, % at 6.8 µM;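 active = inhibition above the mean over all tested compounds plus 3 SD, cut at about 3.6% in these data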;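 note: 0% = DAX-1 cells with DMSO and 100% = cells lacking DAX-1 with DMSO; higher inhibition means more luminescence from relief of DAX-1 repression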
sPLA2-III inh = human group III sPLA2 inhibitors, primary screen, biochemical, QFRET, BODIPY PC-A2 liposome substrate. Group 3 secretory phospholipase A2 (Homo sapiens), Q9NZ20. AID 743126, 2013. actives 0.56% (n = 370,000). QFRET BODIPY PC-A2 liposome hydrolysis, fluorescence. inhibition, % at 12.2 µM;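 active = inhibition above mean plus 3 SD of compounds lying within the high and low control bounds, cut at about 19% in these data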;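 note: 0% = median of test compound wells and 100% = no enzyme DMSO wells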
PG9 Ab binder = binders of HIV-1 gp120 antibody PG9, primary screen, biochemical, TR-FRET | actives 0.43% (n = 360,000) | TR-FRET gp120-PG9 antibody binding | AID 624416, 2012 | inhibition, % at 6.7 µM; in the data active = inhibition above about 8.5%
DAX1 inh-2 = DAX1 (NR0B1) inhibitors, primary screen, cell-based, HEK293, Gal4-DAX1, luciferase luminescence | Nuclear receptor subfamily 0 group B member 1 (Homo sapiens), P51843 | HEK293 Gal4-DAX1 luciferase reporter | inhibition, % at 6.75 µM | actives 0.99% (n = 340,000) | AID 504766, 2011;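 active = inhibition above the mean over all tested compounds plus 3 SD, cut at about 4.2% in these data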;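 note: 0% = DAX1-transfected cells with DMSO and 100% = empty-vector control cells with DMSO; inhibition shows as a rise in luminescence from relieved DAX1 repression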
SMARCA2 act = SMARCA2 (BRM) function activators, primary screen, cell-based, luminescence, high throughput. MG213 cells, MMTV-luciferase reporter, dexamethasone, overnight. activation, % at 9.1 µM. actives 1% (n = 370,000); in the data active = activation above about 7.8%;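 note: 0% = vehicle wells and 100% = reference activator wells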
NR1D1 modulator = modulators of Rev-erb alpha DNA binding, primary screen, biochemical, FITC-DNA, fluorescence polarization, uHTS; actives 0.79% (n = 370,000); Nuclear receptor subfamily 1 group D member 1 (Homo sapiens), P20393; Rev-erbα–FITC-DNA binding, 90 min; AID 1259318, 2017; activity, % at 10 µM;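 active = activity above about 14%, limit read from the data; passing the limit was not always enough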;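 note: 0% = DMSO wells with 35 nM protein and 100% = DMSO wells with 750 nM protein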
PLCb3 inh = human PLC-beta3 inhibitors, primary screen, biochemical, fluorescence. inhibition, % at 12.2 µM. 1-phosphatidylinositol 4,5-bisphosphate phosphodiesterase beta-3 (Homo sapiens), Q01970. actives 0.18% (n = 370,000). Purified PLC-beta3, fluorogenic substrate; in the data active = inhibition above about 11%;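 note: 0% = median of compound wells on plate and 100% = full blocker control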
Target sequence (Q01970 whole entry, looked up): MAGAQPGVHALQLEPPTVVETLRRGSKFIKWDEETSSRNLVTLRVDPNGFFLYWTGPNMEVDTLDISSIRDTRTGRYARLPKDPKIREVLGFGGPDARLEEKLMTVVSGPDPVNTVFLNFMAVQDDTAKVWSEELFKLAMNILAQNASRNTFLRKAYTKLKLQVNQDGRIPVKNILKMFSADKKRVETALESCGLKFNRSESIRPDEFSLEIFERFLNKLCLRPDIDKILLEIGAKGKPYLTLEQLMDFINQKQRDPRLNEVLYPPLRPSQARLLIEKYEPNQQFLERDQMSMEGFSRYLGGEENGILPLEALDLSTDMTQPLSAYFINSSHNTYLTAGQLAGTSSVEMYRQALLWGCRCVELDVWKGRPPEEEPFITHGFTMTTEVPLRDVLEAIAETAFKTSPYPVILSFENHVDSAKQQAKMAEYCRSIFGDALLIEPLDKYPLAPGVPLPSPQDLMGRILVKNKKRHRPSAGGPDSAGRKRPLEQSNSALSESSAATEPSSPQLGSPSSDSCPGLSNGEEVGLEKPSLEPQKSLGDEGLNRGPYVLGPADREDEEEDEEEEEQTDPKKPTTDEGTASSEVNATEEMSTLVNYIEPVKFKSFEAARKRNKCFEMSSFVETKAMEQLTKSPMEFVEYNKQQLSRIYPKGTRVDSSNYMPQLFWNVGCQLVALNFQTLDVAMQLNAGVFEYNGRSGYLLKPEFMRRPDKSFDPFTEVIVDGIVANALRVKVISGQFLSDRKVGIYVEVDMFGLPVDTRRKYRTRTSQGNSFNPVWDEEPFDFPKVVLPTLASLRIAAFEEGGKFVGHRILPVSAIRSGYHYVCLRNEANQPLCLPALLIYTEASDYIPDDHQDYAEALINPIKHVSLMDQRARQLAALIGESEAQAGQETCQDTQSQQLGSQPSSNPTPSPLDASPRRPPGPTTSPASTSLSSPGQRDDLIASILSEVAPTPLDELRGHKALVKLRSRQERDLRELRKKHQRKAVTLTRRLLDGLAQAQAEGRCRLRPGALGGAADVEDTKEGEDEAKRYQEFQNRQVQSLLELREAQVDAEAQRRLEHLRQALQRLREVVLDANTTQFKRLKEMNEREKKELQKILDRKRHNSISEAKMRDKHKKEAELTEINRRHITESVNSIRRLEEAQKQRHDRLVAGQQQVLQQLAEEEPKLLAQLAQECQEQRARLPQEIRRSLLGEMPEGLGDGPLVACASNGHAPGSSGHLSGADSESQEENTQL
* hit, by the source's call; · = not tested or not shown; & = joins results of further samples.

SMILES	hcDAF12 agonist	GAA850 FXN act	ssDAF12 agonist	hgDAF-12 ag	DAX1 inh-1	sPLA2-III inh	PG9 Ab binder	DAX1 inh-2	SMARCA2 act	NR1D1 modulator	PLCb3 inh
CN1C(CCl)Nc2cc(Cl)c(S(N)(=O)=O)cc2S1(=O)=O (configuration not stated)	0.2	0.2	-1.4	2.9	-0.5	-1.2	0.8	0.3	2.1	-4.1&-1.2	-1.0
COC(=O)COc1cccc2c(=O)n(CC(=O)N3CCCc4ccccc43)ccc12	0.2	-1.7	-1.3	-0.9	-0.8	9.5	0.0	1.0	-3.0	0.0	-0.4
Clc1ccc(-c2nnc(CSc3nnc(-c4cccs4)n3Cc3ccccc3)o2)cc1	-4.3	-1.5	-3.0	-6.8	-2.6	-21.2	-6.8	-2.6	-2.5	6.6	-0.6
CCC(C)c1ccccc1N1CC(C(=O)NCCC2=CCCCC2)CC1=O (configuration not stated)	-1.0	-1.8	-0.9	4.7	-1.4	0.1	-1.3	1.4	-2.9	2.4	-5.4
COc1ccc(NC(=O)c2nc[nH]c2C(=O)N[C@H](C)c2ccccc2)cc1	-3.5	3.5	-1.9	0.2	-0.4	0.3	1.2	-0.6	1.9	-0.9	-3.1
O=C(O)C1C2C=CC(C2)C1C(=O)NCc1ccoc1 (configuration not stated)	1.0	-0.5	0.1	1.9	0.3	-4.3	-1.2	1.6	-2.0	-3.3	1.6
Cc1cc(Br)ccc1Nc1nc(N)nc(N)c1N=O	-1.9	2.1	-1.2	4.8	-0.5	17.3	-2.5	0.5	-4.0	-1.2	-4.2
COc1ccc(-n2c(SCC(=O)NCCCSC)nnc2-c2ccncc2)cc1	-0.7	·	-1.0	-2.0	1.3	5.8	·	·	3.8	1.0	2.5
COc1ccc(NC(=O)c2oc3ccccc3c2NC(=O)C2CC2)cc1OC	-2.5	2.0	-0.6	0.7	-2.9	-7.8	1.8	0.1	-0.4	3.0	-27.9
COc1ccc(/C(O)=C2/C(=O)C(=O)N(c3ncccn3)C2c2ccc(C(C)(C)C)cc2)cc1 (configuration not stated)	-0.9	·	-1.2	2.3	0.9	-17.7	3.0	·	-0.1	-7.1	-16.6
Cc1ccc(-n2c(Cc3cccn3C)nnc2SCC(=O)NC2CCCCC2)cc1	-0.6	-0.1	-1.6	1.1	0.2	-16.7	-0.3	1.6	-1.5	1.9	-7.0
COc1ccc(N2CCN(C(=O)C3CC(O)CN3S(=O)(=O)c3ccc([N+](=O)[O-])cc3)CC2)cc1 (configuration not stated)	0.4	-1.2	-0.9	1.9	-0.1	-1.4	-1.7	-0.7	-0.4	3.1	1.0
CC(C)(C)c1ccc(C(=O)NNC(=S)NCC2CCCO2)cc1 (configuration not stated)	-0.5	1.4	-0.2	0.8	0.0	8.4	-0.1	-0.1	3.7	-5.1	2.2
Cc1ccc(C)c(OCCC(=O)OCC(=O)Nc2ccc(C)c(S(=O)(=O)N3CCCCC3)c2)c1	1.5	0.7	-1.0	-0.2	1.0	-37.5	-0.6	0.3	-0.5	0.8	2.8
Cc1ccc(-n2nc3c(=O)n(CC(=O)c4ccc(F)cc4)nc(C)c3c2C)cc1	-1.3	-0.7	-1.1	-2.7	0.4	4.1	-0.1	-1.0	-3.6	3.2	2.0
COc1ccc(-n2c(=O)c3ccccc3n(Cc3ccc(F)cc3)c2=O)cc1OC	-1.4	2.6	-0.9	-2.6	-0.1	-2.3	0.8	2.6	-2.4	4.9	1.8
CCOC(=O)N1CCN(C(=O)C2CCN(S(=O)(=O)c3ccc(OCC)cc3)CC2)CC1	-0.8	-2.3	-0.6	0.7	-2.1	-2.5	1.2	-0.8	-0.7	-3.9	-6.4
Oc1c(C=C2N=c3ccccc3=N2)sc(=S)n1-c1ccc(F)cc1	1.1&-1.6	-0.1&-0.3	-1.3&-0.9	1.3&1.0	-0.7&-0.9	7.5&-3.0	-1.2&-3.0	0.3&-0.5	-1.5&-2.1	-5.5&-3.7	-12.3&-53.2
CCN1CCN(c2ccc(S(=O)(=O)N3CCOCC3)cc2NC(=O)CCSC)CC1	-0.1	-0.7	-1.0	-0.7	-1.0	5.2	-3.2	-0.4	-1.4	3.5	-7.8
O=C(Nc1ccc(Cl)c(Cl)c1)C1CCN(c2ncccn2)CC1	-2.4	·	-1.4	5.9	-0.9	1.6	·	·	-4.8	-1.7	-12.3
O=C1CC(c2ccc(F)cc2)SC(N(c2ccccc2)c2ccccc2)=N1 (configuration not stated)	-1.6	-0.6	-1.1	0.8	-0.2	-3.0	-2.5	-0.1	0.7	-6.4	1.2
CC(C)Oc1ccc(CCC(=O)NNC(=S)NCc2ccccc2)cc1	-1.1	-0.1	-1.9	-0.2	0.6	6.6	0.5	-0.4	-2.7	-7.3	-11.5
COc1ccc(-c2csc(NC(=O)CSCC(=O)Nc3cc(C)on3)n2)cc1	1.2	0.0	-0.9	3.8	1.8	-25.6	-3.1	-0.2	-4.5	-4.3	-8.8
CCOC(=O)[C@H]1[C@H]2COc3ccc(Cl)cc3[C@@H]2N2C(=O)c3cc(F)c(F)cc3NC(=O)[C@@]12C	-2.3	-9.2	-1.5	-1.2	-0.7	0.7	-0.6	0.1	-0.7	-0.2	-1.3

Four entries drawn at random from those above:
SMILES	hcDAF12 agonist	GAA850 FXN act	ssDAF12 agonist	hgDAF-12 ag	DAX1 inh-1	sPLA2-III inh	PG9 Ab binder	DAX1 inh-2	SMARCA2 act	NR1D1 modulator	PLCb3 inh
CC(C)(C)c1ccc(C(=O)NNC(=S)NCC2CCCO2)cc1 (configuration not stated)	-0.5	1.4	-0.2	0.8	0.0	8.4	-0.1	-0.1	3.7	-5.1	2.2
COc1ccc(-c2csc(NC(=O)CSCC(=O)Nc3cc(C)on3)n2)cc1	1.2	0.0	-0.9	3.8	1.8	-25.6	-3.1	-0.2	-4.5	-4.3	-8.8
O=C(Nc1ccc(Cl)c(Cl)c1)C1CCN(c2ncccn2)CC1	-2.4	·	-1.4	5.9	-0.9	1.6	·	·	-4.8	-1.7	-12.3
CCN1CCN(c2ccc(S(=O)(=O)N3CCOCC3)cc2NC(=O)CCSC)CC1	-0.1	-0.7	-1.0	-0.7	-1.0	5.2	-3.2	-0.4	-1.4	3.5	-7.8

The list goes on.
SMILES	hcDAF12 agonist	GAA850 FXN act	ssDAF12 agonist	hgDAF-12 ag	DAX1 inh-1	sPLA2-III inh	PG9 Ab binder	DAX1 inh-2	SMARCA2 act	NR1D1 modulator	PLCb3 inh
O=c1cc(CO)occ1OCc1ccccc1	-1.6	0.0	-1.4	1.0	0.0	3.0	-0.5	0.3	3.8	-5.0	0.4
COC(=O)/C=C\C(=O)Nc1cccc([N+](=O)[O-])c1	3.1	-1.2	-0.5	4.2	-0.2	0.9	-2.3	-0.2	5.5	4.8	3.0
O=C(C1CC(=O)N(C2CCCC2)C1)N1CCC(Cc2ccccc2)CC1 (configuration not stated)	-0.8	2.8	-1.8	-3.3	-0.9	-6.8	-2.0	-0.8	-4.4	-4.9	1.1
Cn1c(/C(C#N)=C(\O)c2ccc(Cl)s2)nc2ccccc21	8.0*	1.5	0.1	2.9	1.1	-2.6	7.1	0.7	3.5	49.7*	-0.9
Cn1c(=O)c(-c2ccccc2)nc2ccccc21	5.5	1.9	0.7	1.7	0.8	8.1	0.4	-0.1	-2.0	0.7	-197.0
CCCCc1c(-c2cccc(Cl)c2)ncn1CCc1ccccc1OC	-2.4	·	-1.4	-0.1	-2.2	-15.2	-0.3	·	-3.5	7.6	4.7
COc1ccc(C2Nc3ccccc3NC3=C2C(=O)CC(C)(C)C3)c(OC)c1OC (configuration not stated)	0.5	1.3	0.5	1.3	0.4	15.9	-1.9	3.6	-2.5	0.8	-16.0
S=C(NCCc1ccccc1)N1CCOCC1	2.8	7.1	-0.9	1.6	0.2	4.2	-1.2	-0.4	0.1	0.1	0.3
Clc1ccc(CN2CCN(c3ncc(Cc4ccccc4)cn3)CC2)cc1	-4.2	·	-1.5	-5.0	-3.7	-7.1	0.0	·	-9.0	3.0	-1.6
CCCCCCCCN1C(=O)[C@H](CC(=O)NCCCOCCCC)C[C@@]2(C(=O)OC)CC(C)(C)CC=C12	-0.2	·	-1.3	-1.6	-1.1	9.1	-1.3	·	-4.2	-3.0	0.1
CON(C)S(=O)(=O)c1cccc(C(=O)Oc2ccc(N(C)S(=O)(=O)c3ccccc3)cc2)c1	-0.6	-1.5	-0.8	0.0	0.3	-21.1	-1.8	1.2	-4.3	-3.1	-6.7
C=CCNC(=O)C1CC=CCC1C(=O)O (configuration not stated)	-1.0	0.4	-0.8	0.9	-1.1	5.5	2.0	1.3	1.0	-2.6	-0.8
COc1cc2c(cc1OC)CN(C(=O)COc1ccccc1C#N)CC2	-1.0	0.6	-0.6	4.1	-0.2	8.6	-1.4	-0.8	4.5	0.7	-59.7
Clc1ccc(-c2cn3c(n2)SCC3)cc1	2.6	5.9	-0.5	7.7	1.8	5.1	-0.5	2.4	1.9	6.7	1.9
CCN(CC)C(=O)[C@H]1C[C@H](CC(=O)NCCCn2ccnc2)C(=O)N2CCc3c([nH]c4cc(-c5ccco5)ccc34)[C@]12C	-0.6	0.8	-1.3	-2.7	0.4	-11.3	-0.4	-1.4	-2.7	-1.9	-191.5
COc1ccc(Cn2nnc3c(=O)[nH]c(C(=O)NCCc4ccc(F)cc4)nc32)cc1OC	-3.6	19.7*	-1.5	1.8	-0.6	-1.0	-1.6	1.1	-1.4	2.2	-4.8
Cc1ccccc1-c1nc(SCc2cccnc2)c2c(=O)n(C)c(=O)n(C)c2n1	-0.6	-1.8	-1.0	-1.3	0.2	5.1	0.3	0.1	2.5	9.6	-2.3
Cc1ccc(-n2c(SCC(=O)Nc3cc(C)on3)nc3ccccc3c2=O)cc1	0.1	-0.3	-0.8	3.7	-0.5	3.3	-3.7	0.3	2.5	10.3	3.5
O=C(O)c1ccccc1C(=O)N1CCN(c2ncccn2)CC1	0.3	0.2	-0.5	2.2	0.4	1.3	-1.5	0.8	0.5	-0.9	-9.9
CC(C)(C)C(=O)NN=C1CCC(c2ccccc2)CC1 (configuration not stated)	1.9	2.0	0.1	2.7	-0.2	3.1	0.0	1.9	2.0	7.5	-4.8
CN(C(=O)COC(=O)CN1C(=O)C2CC=CCC2C1=O)c1ccccc1 (configuration not stated)	0.0	-0.6	-0.6	2.0	1.9	-0.2	-0.8	-0.1	-0.9	3.3	-8.0
